# Screening data deposited in PubChem BioAssay by several laboratories.
# MC4R antag cAMP: MC4R antagonists of cAMP signaling, primary screen, cell-based, TR-FRET, antagonist arm of biased-ligand search. inhibition, % at 6.5 µM. hit rate 0.48% among 360,000. MC4R-expressing cells, MTII-stimulated cAMP, LANCE TR-FRET;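 active = inhibition above its plate's cutoff, the mean of tested wells on that plate plus 3 SD, cut at about 29% in these data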;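 note: 0% = Melanotan II alone and 100% = Melanotan II plus saturating MCL0020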
#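 System: U2OS-MC4R stable cell line; Technique: Eu-cAMP/anti-cAMP TR-FRET, emission 671 nm; Repeats: single well per compound; Also added: Melanotan II; Dosing: one concentration, 6.5 µM nominal; Schedule: 30-min compound, 1-h challenge, 1-h detection, room temperature.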
# MC4R ag barr: MC4R agonists recruiting beta-arrestin, primary screen, cell-based, luminescence, agonist arm of biased-ligand search | U2OS MC4R beta-arrestin complementation; percent of melanotan II response, DMSO zero | activation, % at 8.9 µM | hit rate 0.98% among 360,000;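 active = activation above a per-plate cutoff, the mean activation of sample wells on that plate plus 3 SD, cut at about 8% in these data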
# PDI turbidity: inhibitors of human PDI, primary screen, biochemical, turbidity, single point, plate reader. inhibition, % at 10 µM. PDI insulin aggregation turbidity, A650, 90 min. hit rate 0.052% among 350,000;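 active = mean inhibition across replicates of 30% or more, whatever share of single replicates reach that level; inconclusive = mean inhibition below 30% while every single replicate reaches 30%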;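 note: absorbance from insulin aggregation driven by PDI reduction with DTT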
# ABHD5 PLIN5 PPI: ABHD5-PLIN5 interaction inhibitors, primary screen, cell lysate, split luciferase complementation, luminescence; hit rate 0.78% among 360,000; Split G. princeps luciferase complementation, 4 h; inhibition, % at 4 µM; Perilipin-5 (Homo sapiens) + 1-acylglycerol-3-phosphate O-acyltransferase ABHD5 (Homo …; AID 602281, 2012;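 active = inhibition above the mean inhibition across every tested compound plus 3 SD, cut at about 22% in these data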;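 note: 0% = DMSO only wells and the 100% control is not disclosed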
# HTR2A ag: mouse Htr2a agonists via beta-arrestin recruitment, primary screen, cell-based, luminescence | 5-hydroxytryptamine receptor 2A (Mus musculus), P35363 | CHO-K1 mHTR2A beta-arrestin complementation; percent of 30 µM serotonin response | activation, % at 7.6 µM | hit rate 0.66% among 360,000 | AID 624169, 2012;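 active = activation above a run cutoff, the mean activation of all tested compounds plus 3 SD, cut at about 14% in these data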;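 note: 0% = plate median of compound wells and 100% = 30 µM serotonin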
# ABCB6 inh 2: ABCB6 transporter inhibitors, primary screen, K562-ABCB6 cells, flow cytometry, MLPCN library; hit rate 0.19% among 360,000; fluorescence ratio to DMSO, % at 10 µM; AID 602162, 2011; K562-ABCB6 porphyrin accumulation, 1 h; hits give low values;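 active = fluorescence ratio to DMSO below 75%, the collection mean minus 3 SD; inconclusive = too few cells collected in the well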;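 note: signal is porphyrin accumulated inside mitochondria; 100% equals median channel fluorescence of DMSO control wells; lower ratio means ABCB6 inhibition with less porphyrin fluorescence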
# Target sequence (Q9NP58 whole entry, looked up): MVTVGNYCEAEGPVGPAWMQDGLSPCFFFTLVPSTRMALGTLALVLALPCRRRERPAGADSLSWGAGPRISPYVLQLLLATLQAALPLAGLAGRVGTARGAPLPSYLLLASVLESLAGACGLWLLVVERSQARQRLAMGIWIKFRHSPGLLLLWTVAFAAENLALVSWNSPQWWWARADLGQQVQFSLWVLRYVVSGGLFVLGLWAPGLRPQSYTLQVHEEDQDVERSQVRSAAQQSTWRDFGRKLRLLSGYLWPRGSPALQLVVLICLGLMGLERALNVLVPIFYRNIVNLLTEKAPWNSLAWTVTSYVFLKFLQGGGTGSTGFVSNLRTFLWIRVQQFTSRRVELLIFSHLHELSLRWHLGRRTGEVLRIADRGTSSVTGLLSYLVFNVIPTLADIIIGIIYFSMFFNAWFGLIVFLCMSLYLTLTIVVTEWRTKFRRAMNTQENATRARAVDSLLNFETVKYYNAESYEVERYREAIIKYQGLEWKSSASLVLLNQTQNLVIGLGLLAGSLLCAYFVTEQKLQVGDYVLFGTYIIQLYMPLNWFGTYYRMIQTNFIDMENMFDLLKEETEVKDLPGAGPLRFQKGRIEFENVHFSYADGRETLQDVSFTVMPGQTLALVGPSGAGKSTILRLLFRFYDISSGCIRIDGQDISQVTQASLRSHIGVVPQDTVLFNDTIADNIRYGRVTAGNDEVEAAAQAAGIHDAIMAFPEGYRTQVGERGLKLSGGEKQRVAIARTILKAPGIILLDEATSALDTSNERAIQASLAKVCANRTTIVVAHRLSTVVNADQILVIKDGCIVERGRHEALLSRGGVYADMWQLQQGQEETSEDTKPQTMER
# Glyco luc inh: increase of ERlucT glycosylation luciferase signal, primary screen, N-linked glycosylation inhibitor project, D54 ERlucT cells, luminescence, set 2; D54 ERlucT glycosylation luciferase reporter, 24 h; percent of 100 nM tunicamycin response; reporter increase, % at 12.5 µM; hit rate 0.23% among 360,000; AID 588692, 2011;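 active = mean luciferase reporter signal, scaled so untreated is 0 and the glycosylation-blocking control 100, at or above a set limit in every replicate; inconclusive = mean reaches the limit but not every replicate does; inactive = mean below the limit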;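 note: luciferase carries N-glycosylation sites so blocking glycosylation raises the light; 0% = median of neutral control wells and 100% = median of 100 nM tunicamycin wells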
# H9c2 protect: cardioprotection against H2O2-induced cell death, primary screen, uHTS, H9c2 cells, ATPLite luminescence. H9c2 cardiomyocytes, H2O2 injury protection, 2 h. protection from H2O2 cell death, % at 20 µM. hit rate 0.63% among 360,000. AID 588492, 2011;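 active = compounds giving at least 50% protection of heart cells from peroxide-induced death in the single-dose screen, raw or plate-pattern-corrected value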;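 note: 0% = DMSO wells with peroxide and 100% = DMSO wells without peroxide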
# CaV13 ICDI inh: Disruptors of the CACNA1D IQ motif to Ca2+-dependent inactivation inhibitor domain association, primary screening, Förster resonance energy transfer in intact living … | inhibition, % at 12.3 µM | hit rate 0.098% among 340,000 | HEK cells, CFP/YFP FRET ICDI-IQ, plate reader, 10 min; percent FRET-ratio fall versus neutral wells;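 active = mean replicate inhibition of at least 30% and at least 1% of replicates passing that level; inconclusive = only one of the two criteria is met; inactive = neither criterion is met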;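 note: 0% = median of the neutral control wells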
# Granule exo inh: LAMP-1 surface exposure blockers, TALL-104 cells – cell-based, flow cytometry, MLPCN library, primary screen; hit rate 0.66% among 360,000; TALL-104 LAMP-1 surface exposure; cells stimulated with thapsigargin and PMA; inhibition, % at 10 µM;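 active = inhibition above about 55%, limit read from the data; inconclusive = no clear call, values can overlap the other calls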
# An asterisk follows results filed as active; ? = inconclusive; · = no result given.
1	CC(C)c1ccc(CN2CC(C(=O)O)CC2=O)cc1 (centres undefined)
2	COC(=O)c1cn(C)c2ccc(S(=O)(=O)N3CCCC3)cc2c1=O
3	COc1ccc(C2=NOC(COc3ccc4c(C)cc(=O)oc4c3)C2)c(OC)c1 (centres undefined)
4	O=C(Nc1cccc(Cl)c1)Nc1nnc(CC2=CCCCC2)s1
5	O=c1oc2ccccc2n1CCCOc1ccccc1
6	COc1ccc(NS(=O)(=O)c2cc3c(cc2C)N(C)CCO3)c(OC)c1
7	CSCCC(=O)N(C)CC1CCCN(CCc2cccc(C(F)(F)F)c2)C1 (centres undefined)
8	COc1cccc(CC(NC(C)=O)C(=O)NC2CCN(S(=O)(=O)c3cccc4ccccc34)CC2)c1 (centres undefined)
9	C[C@H]1CN([C@@H](C)CO)C(=O)c2cccc(NC(=O)C3CC3)c2O[C@H]1CN(C)C(=O)Nc1ccc2c(c1)OCO2
10	CCNC(=O)N1CCC(c2nc3ccccc3s2)CC1
entry no.	1	2	3	4	5	6	7	8	9	10
CaV13 ICDI inh	-8	-7	-20	1	-6	-6	-20	-13	-8	-6
ABCB6 inh 2	94	110	103	98	102	100	98	105	98	99
Granule exo inh	6	-4	-7	6	-3	2	3	0	-3	-1
Glyco luc inh	2	1	21	-6	1	0	1	-1	3	0
ABHD5 PLIN5 PPI	7	-5	5	-2	3	-8	-1	5	-2	4
PDI turbidity	11	0	-7	2	·	·	-7	8	4	13
H9c2 protect	2	0	6	-25	2	-9	-1	4	7	4
HTR2A ag	2	1	-3	0	-6	3	-7	-1	0	0
MC4R ag barr	-1.2	-1.8	-1.5	2.8	-0.4	0.3	-1.4	-0.8	0.7	-0.9
MC4R antag cAMP	6	-4	-16	4	7	9	10	11	12	4

11	CN(C)S(=O)(=O)c1cccc(NC(=O)c2ccc(NS(=O)(=O)c3cccs3)cc2)c1
12	CNC(=S)N/N=C(\C)c1ccc2c(c1)OCO2
13	NS(=O)(=O)c1ccc(CCNC(=O)CSc2nc3ccccc3c(=O)n2CC2CCCO2)cc1 (centres undefined)
14	Cc1nc2ccccc2c(=O)n1-c1ccc(F)c(NS(=O)(=O)c2ccccc2F)c1
15	CCS(=O)(=O)N1CCN(C(=O)c2ccccc2[N+](=O)[O-])CC1
16	COc1cccc(C2CC(C(F)(F)F)n3nc(C(=O)Nc4c(C)n(C)n(-c5ccccc5)c4=O)cc3N2)c1 (centres undefined)
17	COC(=O)C(C)N(C#N)c1nc(C)cc(C)n1 (centres undefined)
18	COc1ccc2ccccc2c1C1NC(=O)NC(C)=C1[N+](=O)[O-] (centres undefined)
19	O=C(C1CCCO1)N1CCc2ccccc21 (centres undefined)
20	COc1ccc(-c2c(-c3ccc(S(C)(=O)=O)cc3)sc3ccc(OC)cc23)cc1
entry no.	11	12	13	14	15	16	17	18	19	20
CaV13 ICDI inh	-13	3	-3	-7	1	-3	-5	-4	-6	?
ABCB6 inh 2	95	92	105	97	104	104	79	96	94	95
Granule exo inh	-2	4	-10	-2	2	-3	2	-9	0	3
Glyco luc inh	-3	3	2	0	1	0	0	-6	·	-10
ABHD5 PLIN5 PPI	3	2	-3	0	3	13	-7	4	-1	-3
PDI turbidity	0	-5	-2	-4	-4	-12	-8	-59	4	-6
H9c2 protect	3	0	6	4	1	-9	-1	3	6	0
HTR2A ag	-7	-1	4	6	0	7	0	-4	0	7
MC4R ag barr	0.8	-1.3	-3.1	-1.3	-1.0	4.2	-1.5	-1.8	0.8	-1.2
MC4R antag cAMP	5	-5	-1	6	14	1	5	6	2	14

21	O=C(NC1CC1)c1cc2c(F)cccc2s1
22	O=C(NCc1ccccc1)c1ncn[nH]1
23	CCC(C)N1C(=O)S/C(=C/c2ccc3c(c2)n(C)c(=O)n3C)C1=O (centres undefined)
24	COc1ccc(NC(=O)CN2C(=O)COc3ccc(C)cc32)cc1
25	Cc1ccc(NS(=O)(=O)c2ccc(C(=O)N3CCC3)cc2)cc1
26	O=C(c1ccc(S(=O)(=O)N2CCOCC2)cc1)N1CCN(c2ccccc2F)CC1
27	Cc1cccc(C(=O)Nc2ccc(C(=O)N/N=C/c3ccc4c(c3)OCO4)cc2)c1
28	Cc1cccc(NC(=O)C2CCC(CNC(=O)[C@@H]3Cc4ccccc4CN3)CC2)c1 (some centres undefined)
29	CN1CCN(C(=O)c2ccc(S(=O)(=O)c3ccc(Br)cc3)cc2)CC1
30	O=C(/C=C/c1c(F)cccc1Cl)N1CCOCC1
entry no.	21	22	23	24	25	26	27	28	29	30
CaV13 ICDI inh	-6	1	-3	-21	-6	-4	-3	-3	-4	-2
ABCB6 inh 2	100	100	100	90	93	95	92	93	96	95
Granule exo inh	-2	0	4	0	-7	-2	-4	7	-3	5
Glyco luc inh	-3	0	9	-4	-1	1	-4	-2	-2	-1
ABHD5 PLIN5 PPI	7	-5	3	0	-4	-1	-3	-3	0	-6
PDI turbidity	0	1	0	1	1	-3	0	-7	10	4
H9c2 protect	-6	-3	57*	9	-5	0	6	0	-7	2
HTR2A ag	8	4	-1	-5	-3	-3	-6	0	2	-6
MC4R ag barr	1.9	-1.4	-1.0	-0.7	-1.1	-1.2	0.1	0.9	-1.1	-2.0
MC4R antag cAMP	-4	0	-3	25	13	11	19	3	15	3

# As entered above.
# Reading of compound 25 under Granule exo inh: -7
# Reading of compound 21 under Glyco luc inh: -3

# Next section:
31	Cc1cccn2c(=O)nc(SCC(=O)NCc3ccccc3)nc12
32	Cc1ccc(OCCCCNC(C)c2ccccc2)c(C)c1 (centres undefined)
33	CC(C)C[C@H](NC(=O)N1CC(=O)Nc2ccccc21)C(=O)N[C@H](Cc1ccccc1)C(=O)O
34	Cc1cc(OCC(=O)OCC(=O)NCc2ccc3c(c2)OCO3)ccc1Cl
35	Cc1cccc(C)c1NC(=O)C(c1ccc(C(F)(F)F)cc1)n1c(=O)c(-c2cc3ccccc3[nH]2)nc2ccccc21 (centres undefined)
36	Cc1ccc(C(=O)OCC(=O)NC(C)c2ccccc2)s1 (centres undefined)
37	COc1ccc(C2=C/C(=C/c3cccnc3)C(=O)O2)cc1OC
38	CSc1ncnc2c1ccn2CC(=O)Nc1ccc(C)c(C)c1
39	O=C(CSc1ccc(Cl)cc1)NC1CCCC1
40	CCOC(=O)c1cccc(NC(=O)CSc2nc3ccccc3c(=O)n2CCOC)c1
entry no.	31	32	33	34	35	36	37	38	39	40
CaV13 ICDI inh	-2	-2	·	-6	-38	-6	-6	-6	-3	-6
ABCB6 inh 2	100	96	97	101	·	99	105	102	93	89
Granule exo inh	-5	30	-1	-2	0	-2	-3	-5	2	1
Glyco luc inh	0	-1	3	2	·	0	0	5	-1	-1
ABHD5 PLIN5 PPI	-5	6	1	-7	-13	1	2	-2	-1	4
PDI turbidity	-7	-9	·	-4	·	7	-5	-3	3	2
H9c2 protect	15	4	1	1	·	2	15	-6	4	69*
HTR2A ag	15*	-5	3	-5	2	-4	5	8	12	4
MC4R ag barr	0.1	0.5	-1.3	-0.4	·	-1.0	-1.0	2.7	-2.0	2.2
MC4R antag cAMP	4	2	4	17	·	4	-20	1	-1	3

# Some of these compounds in order of the ABHD5 PLIN5 PPI value, lowest first:
entry | SMILES | ABHD5 PLIN5 PPI
34 | Cc1cc(OCC(=O)OCC(=O)NCc2ccc3c(c2)OCO3)ccc1Cl | -7
39 | O=C(CSc1ccc(Cl)cc1)NC1CCCC1 | -1
37 | COc1ccc(C2=C/C(=C/c3cccnc3)C(=O)O2)cc1OC | 2

# Back to the main list, repeating the 4 entries before the break.
37	COc1ccc(C2=C/C(=C/c3cccnc3)C(=O)O2)cc1OC
38	CSc1ncnc2c1ccn2CC(=O)Nc1ccc(C)c(C)c1
39	O=C(CSc1ccc(Cl)cc1)NC1CCCC1
40	CCOC(=O)c1cccc(NC(=O)CSc2nc3ccccc3c(=O)n2CCOC)c1
41	CC[C@H](C)[C@H]1CNC(=O)C(=O)N1CC1CCN(CC2CCC(C)CC2)CC1 (some centres undefined)
42	O=C(c1cc2ccccc2oc1=O)N(Cc1ccco1)C1CCS(=O)(=O)C1 (centres undefined)
43	Nc1ccc(-c2ccc(N)c(C(=O)O)c2)cc1C(=O)O
44	CCCc1cc(C(=O)N2CCCC(N3CCN(c4ccccc4F)CC3)C2)n(C)n1 (centres undefined)
45	O=C(NCc1ccccc1)N1CCOc2ccccc21
46	CCOc1cccc(CN2CCCC(CCC(=O)NCc3ccccc3F)C2)c1O (centres undefined)
47	COc1ccccc1OCc1nc(C#N)c(N2CCC(C(N)=O)CC2)o1
48	CC(C)Cc1ccc(C(C)C(=O)Nc2cccnc2)cc1 (centres undefined)
49	COc1cc(C(C)=O)ccc1OCC(O)CN(CCO)Cc1ccccc1 (centres undefined)
50	CN(C(=O)COc1ccccc1)c1nnc(-c2ccncc2)s1
51	C/C=C/c1ccc(OCC(=O)Nc2ccc(C(N)=O)cc2)c(OC)c1
entry no.	37	38	39	40	41	42	43	44	45	46	47	48	49	50	51
CaV13 ICDI inh	-6	-6	-3	-6	-5	·	-5	-7	-17	-2	-6	-1	1	-5	-4
ABCB6 inh 2	105	102	93	89	101	100	97	99	98	93	90	91	92	90	93
Granule exo inh	-3	-5	2	1	-3	-2	-1	2	-2	-3	2	-2	0	1	2
Glyco luc inh	0	5	-1	-1	0	1	0	1	-1	1	1	0	-1	-1	4
ABHD5 PLIN5 PPI	2	-2	-1	4	7	7	-3	-6	0	0	-13	-3	-6	0	0
PDI turbidity	-5	-3	3	2	-12	-2	-2	-5	14	16	-2	-1	0	-6	-4
H9c2 protect	15	-6	4	69*	15	-12	-1	-3	4	-2	3	-15	-7	6	8
HTR2A ag	5	8	12	4	-1	1	2	-2	-2	5	1	-6	0	-3	3
MC4R ag barr	-1.0	2.7	-2.0	2.2	-1.3	0.8	-2.9	-0.3	0.1	-2.2	-2.1	2.9	-1.8	-0.4	1.0
MC4R antag cAMP	-20	1	-1	3	0	0	-12	5	-1	3	-1	23	-2	5	-3
